# procasp3 activ = activators of human procaspase-3 D3A mutant, primary screen, biochemical, absorbance, PC-3 D3A mutant, single concentration. AID 463141, 2010. recombinant procaspase-3 D3A, Ac-DEVD-pNA absorbance 405 nm. Caspase-3 (Homo sapiens), P42574. activation, % at 8.5 µM. 330,000 compounds, 0.11% hits;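 active means activation above the mean of all tested compounds plus 3 SD, cut at about 21% in these data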;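 further: 0% = DMSO alone and 100% = DMSO wells spiked with extra 5 µM PC-3 D3A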
#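 assay system = Procaspase-3 D3A mutant | signal = absorbance at 405 nm, 0 and 120 min | times = 1 h preincubation plus 2 h reaction at 25 °C | repeats = single replicate | read-out = % activation between DMSO and enzyme-spiked controls | medium = Zinc-free HEPES saline buffer with Triton X-100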
# VLA-4 inh = inhibition in human VLA-4 binding assay, primary screen, VLA-4 allosteric modulator project, MLPCN library, flow cytometry, VLA-4 expressing cells | Integrin alpha-4 (Homo sapiens), P13612 | ligand binding flow cytometry | inhibition, % (about 7 µM as worked out from the volumes in the protocol) | 330,000 compounds, 0.2% hits | AID 2557, 2010; in the data active means inhibition above about 50%
# PP1 inh = PP1-alpha phosphatase inhibitors, primary screen, counter-screen for PP5 inhibitor project, biochemical, fluorescence, OMFP substrate, single point; Serine/threonine-protein phosphatase PP1-alpha catalytic subunit (Homo sapiens), P62136; purified PP1alpha; inhibition, % at 6.7 µM; 320,000 compounds, 0.9% hits; AID 2235, 2010;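 active means inhibition above the mean inhibition of all tested compounds plus 3 SD, computed separately for each screening campaign, cut at about 15% in these data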
# Fh CTSL1 inh = Fasciola hepatica cathepsin L1 inhibitors, primary screen, counter-screen for PFM18AAP inhibitor project, biochemical, QFRET, fluorogenic peptide substrate. recombinant F. hepatica cathepsin L1, Z-Leu-Arg-MCA fluorescence. inhibition, % at 5.96 µM. 300,000 compounds, 0.49% hits. AID 1906, 2009;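 active means inhibition above the mean of all tested compounds plus 3 SD, set per screening campaign, cut at about 17% in these data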;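 further: 0% = plate median of test compound wells and 100% = 1 µM Z-Phe-Ala-diazomethylketone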
# HCV core dimer = inhibitors of HCV core protein dimerization, primary screen, biochemical, TR-FRET, high-throughput; AID 1899, 2009; 300,000 compounds, 0.33% hits; TR-FRET GST/Flag-core106 dimerization, 1536-well; inhibition, % at 5 µM;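 active means inhibition above the mean of all tested compounds plus 3 SD, set per screening campaign, cut at about 45% in these data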
#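 System – GST-tagged and Flag-tagged HCV core protein residues 1-106 · Repeats – one well for each compound · Technique – TR-FRET 671 and 617 nm emission · Doses – one concentration, 5 µM, in 0.5% DMSO · Times – 4 h, 22.5 °C incubation · Also added – Eu donor and XL665 acceptor anti-tag antibodies · Measure – percent inhibition of core106 dimerization signal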
# GRK2 inh = compounds blocking aptamer binding on GRK2 – biochemical, human GRK2, bead flow cytometry, HTS, primary screen | FAM-aptamer displacement from GRK2 | inhibition of aptamer binding, % at 10 µM | 330,000 compounds, 0.59% hits;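 active means inhibition of aptamer binding above 40%, roughly 3 SD of noise, on plates passing a quality check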;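 further: median bead fluorescence of bound FAM aptamer so fluorescent compounds give negative values; no value below 0 was filed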
# Target sequence (P25098 whole entry, looked up): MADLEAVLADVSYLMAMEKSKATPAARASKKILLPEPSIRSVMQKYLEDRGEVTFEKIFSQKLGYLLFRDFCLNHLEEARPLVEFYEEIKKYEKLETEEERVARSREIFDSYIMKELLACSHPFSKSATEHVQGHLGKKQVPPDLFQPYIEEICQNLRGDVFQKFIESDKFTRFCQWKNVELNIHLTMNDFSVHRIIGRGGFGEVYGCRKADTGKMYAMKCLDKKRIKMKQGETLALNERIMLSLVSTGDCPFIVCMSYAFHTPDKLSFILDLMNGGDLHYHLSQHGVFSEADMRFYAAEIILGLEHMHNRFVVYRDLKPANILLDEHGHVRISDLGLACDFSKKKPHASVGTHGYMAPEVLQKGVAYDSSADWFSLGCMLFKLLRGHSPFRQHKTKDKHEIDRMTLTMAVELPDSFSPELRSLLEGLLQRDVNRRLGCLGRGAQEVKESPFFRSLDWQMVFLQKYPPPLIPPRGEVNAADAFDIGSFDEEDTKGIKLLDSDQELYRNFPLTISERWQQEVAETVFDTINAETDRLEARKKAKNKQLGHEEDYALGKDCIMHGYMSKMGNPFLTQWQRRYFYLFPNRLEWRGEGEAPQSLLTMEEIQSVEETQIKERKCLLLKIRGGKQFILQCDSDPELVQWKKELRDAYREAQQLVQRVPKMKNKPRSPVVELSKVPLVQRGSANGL
# proCasp7 act = procaspase-7 activators, primary screen, counter-screen for procaspase-3 activator project, biochemical, absorbance, HTS, human; Caspase-7 (Homo sapiens), P55210; recombinant procaspase-7, Ac-DEVD-pNA absorbance 405 nm; D23A/D198A/D206A triple mutant, cannot self-cleave; scale: DMSO 0, 5 µM enzyme 100; activation, % at 8.5 µM; 330,000 compounds, 0.093% hits; AID 463210, 2010;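 active means percent activation above the screen-wide mean plus 3 SD, cut at about 25% in these data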
#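 Assay system: Uncleavable procaspase-7 mutant enzyme / Input: 2 µM procaspase-7 mutant as dispensed / Dosing: single nominal 8.5 µM compound dose, 0.8% DMSO final / Timing: 1 h enzyme–compound preincubation and 2 h substrate reaction, both 25 °C / Detection: p-Nitroaniline absorbance at 405 nm, read at 0 and 120 min / Replication: singlicate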
# PP5 inh = PP5 phosphatase inhibitors, primary screen, biochemical, fluorescence; purified PP5c, OMFP substrate fluorescence; Serine/threonine-protein phosphatase 5 (Homo sapiens), P53041; 320,000 compounds, 0.18% hits; inhibition, % at 6.7 µM;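 active means inhibition above the campaign's mean inhibition across all tested compounds plus 3 SD, cut at about 9.5% in these data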;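 further: 0% = DMSO only and 100% = 100 µM cantharidin control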
# GASC-1 inh = inhibitors of GASC-1 histone demethylase, primary screen, biochemical, fluorescence, DELFIA europium; AID 2099, 2009; inhibition, % at 2.35 µM; 330,000 compounds, 0.069% hits; GST-JMJD2C(1-420) H3K9me3 demethylation;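 active means more than half of a compound's replicate wells show inhibition beyond 50%, single wells judged on their own value; inconclusive means some, but no more than half, of replicates pass 50% inhibition; inactive means no replicate passes 50% inhibition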;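 further: signal counts dimethyl H3K9 product captured on neutravidin plate; 0% = median of DMSO wells and 100% = 0.3 times that DMSO median; strong numbers were not always called active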
# Target sequence (Q9H3R0 1-420 limits assumed): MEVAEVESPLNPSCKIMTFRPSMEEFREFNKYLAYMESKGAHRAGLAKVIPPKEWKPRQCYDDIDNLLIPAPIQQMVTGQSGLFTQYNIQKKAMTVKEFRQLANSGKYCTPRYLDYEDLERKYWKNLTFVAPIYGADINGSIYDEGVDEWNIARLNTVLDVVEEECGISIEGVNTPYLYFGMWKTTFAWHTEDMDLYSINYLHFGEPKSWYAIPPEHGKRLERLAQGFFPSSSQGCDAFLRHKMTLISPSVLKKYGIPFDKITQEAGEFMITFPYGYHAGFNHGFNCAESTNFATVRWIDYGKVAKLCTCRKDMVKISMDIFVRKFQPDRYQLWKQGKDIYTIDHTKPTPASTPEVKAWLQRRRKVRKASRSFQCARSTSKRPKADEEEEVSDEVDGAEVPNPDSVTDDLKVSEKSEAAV
# The depositor's hits bear a star; ? = inconclusive; . = not tested or not shown; & = joins results of further samples.
compound,procasp3 activ,VLA-4 inh,PP1 inh,GASC-1 inh,PP5 inh,Fh CTSL1 inh,HCV core dimer,GRK2 inh,proCasp7 act
CC(C)N1CCN(c2ccc(O)cc2)CC1,-12.2,-8.9,-0.8,10.5,-0.8,5.5,-0.3,0.0,-17.9
Cc1cccc(CN2CCN(Cc3ccc(Cl)cc3)CC2)c1,0.3,12.1,1.2,-19.2,3.6,5.4,-2.1,0.0,1.1
COC(=O)C1=C(c2ccc(OC)c(OC)c2)C[C@@H]2CC[C@H]1N2C(=O)NCCOc1ccccc1,2.5,22.9,-1.3,0.8,-0.3,.,.,4.0,6.6
CC(=O)OC(C)(C)/C=C/C(=O)[C@](C)(O)C1[C@H](O)C[C@@]2(C)C3CC=C4C(C[C@H](O)C(=O)C4(C)C)[C@]3(C)C(=O)C[C@]12C (some centres not stated),0.0,32.9,.,-0.6,.,.,.,0.0,2.3
COc1cc(N2CCOCC2)ccc1/C=C1\C(=O)NC(=O)N(Cc2cccs2)C1=O,-5.9,0.2,0.6,-22.5,0.5,-0.5,1.1,2.0,-20.8
Cc1ccc(CN2C(=O)NC(=O)C3(Cc4c(nc5ccccn5c4=O)N4CCCCCC43)C2=O)cc1 (configuration not stated),2.1,5.0,-1.3,-2.7,2.5,1.2,11.8,3.0,-9.0
CC(C(=O)c1c[nH]c2ccccc12)N1CCOCC1 (configuration not stated),7.7,-5.1,-1.8,4.0,-1.6,0.5,0.1,2.0,-0.5
CC1=C(C(=O)N2CCC3(CC2)OCCO3)C2(CCC(C)CC2)OC1=O (configuration not stated),6.8,10.8,-1.6,8.6,-3.1,-2.8,-1.6,0.0,1.6
C=CCn1c(O)c(/C=N/N2CCCCC2c2cccnc2)c(=O)[nH]c1=S (configuration not stated),6.1,-9.5,-4.6,-10.4,-1.5,5.1,7.3,2.0,-6.6
O=C1NC(=O)C(C(CC(=O)c2ccccc2)c2ccccc2)C(=O)N1 (configuration not stated),-7.3,-3.7,-0.6,53.1*,-0.1,-2.6,0.1,0.0,-9.5
CCOc1ccc(Cc2c(O)[nH]c(=O)[nH]c2=O)cc1,-1.8,-1.1,-4.9,-35.3,2.1,-5.9,-6.0,3.0,-3.0
COC(=O)c1c(C)n(Cc2ccccc2)c2ccc(O)cc12,2.8,-9.6,2.9,15.6,2.8,1.9,1.3,3.0,2.4
CN(C)CCN=Cc1c(O)n(CCC2=CCCCC2)c(=O)[nH]c1=O,1.9,8.7,3.0,104.4,2.1,-1.8,-1.7,0.0,1.1
O=S1(=O)N(Cc2ccc(F)cc2)CCCN1Cc1ccccc1Cl,-1.1,7.9,5.0,-2.0,2.8,1.1,-1.0,4.0,10.9
COC(=O)C1C2CC[C@@H](CC1OC(=O)c1ccccc1)N2 (some centres not stated),5.0,8.3,.,.,.,.,.,1.0,-1.9
O=C1NC(=O)N(Cc2ccco2)C(=O)/C1=C\c1cccn1CCOc1ccc(Cl)cc1,-3.9,26.2,5.4,8.6,-0.3,5.5,0.7,1.0,-7.6
C[C@]12CC(=O)CC1CCC1C2CC[C@@]2(C)C1CC[C@@H]2O (some centres not stated),4.8,2.4,-3.2,4.9,0.0,-0.3,6.0,0.0,5.7
CN1CCc2cc(O)cc3c2[C@H]1Cc1ccc(O)c(O)c1-3,-25.8,-7.8,5.9,7.8,-0.1,-4.6,-20.0,0.0,-36.6
C=CCN1C(=O)C2(C(C(=O)OCC)=C(N)Oc3c2c(=O)oc2ccccc32)c2ccccc21 (configuration not stated),-4.2,59.3*,-0.6,7.1&6.3,2.4,-0.5,3.5,5.0,-5.7
CC(=O)O[C@H]1C[C@@H]2CC[C@@H]3[C@H](CC[C@]4(C)C(=O)CC[C@@H]34)[C@@]2(C)C[C@@H]1OC(C)=O,-8.5,8.6,-5.6,-6.0,3.3,4.2,-3.5,0.0,3.7

# The results go on.
compound,procasp3 activ,VLA-4 inh,PP1 inh,GASC-1 inh,PP5 inh,Fh CTSL1 inh,HCV core dimer,GRK2 inh,proCasp7 act
CN(C)S(=O)(=O)c1cc(NC(=O)COC(=O)Cc2ccccc2)ccc1Cl,11.4,21.2,-1.6,8.9,-0.5,-12.4,-0.6,0.0,1.6
N#Cc1c(/N=C/c2ccc(O)cc2O)sc2c1C1CCN2CC1,-0.8,4.3,-1.2,3.2,2.4,-0.6,-7.0,0.0,0.7
CCCCc1cc(=O)oc2cc(OCC(=O)N3C[C@H]4C[C@@H](C3)c3cccc(=O)n3C4)c(Cl)cc12,5.8,5.0,-3.5,-9.4,0.5,1.7,-1.2,0.0,-4.2
O=c1[nH]c(=O)n(Cc2ccccc2)c(O)c1/C=N/NCCO,-2.7,23.6,-1.6,2.7,-0.2,-5.0,-3.4,.,-7.5
Cc1ccsc1C(=O)C1CCCN(Cc2ccn[nH]2)C1 (configuration not stated),5.8,2.9,-2.8,4.4,-0.6,-1.1,1.5,0.0,0.3
CN(C)CC1CSCCC1(O)c1cccc(Cl)c1 (configuration not stated),7.9,-8.1,-1.3,-4.0,2.4,-0.2,-0.2,0.0,2.6
Cc1ccc(-n2c(O)c(C=NCCN3CCOCC3)c(=O)[nH]c2=O)cc1,-1.2,14.8,0.1,-4.4,-1.2,-4.3,-1.6,0.0,6.0
COc1ccc(C(=O)C(C)(C)NO)cc1,-6.0,-17.5,-0.3,-5.3,0.1,-0.5,-9.3,0.0,-2.9
CCN(CC)P(=O)(c1n(CC)cc[n+]1CC)N(CC)CC,-12.8,0.0,0.7,-7.0,-0.5,1.1,0.3,2.0,-3.7
COC(=O)c1ccc(NC(=O)CSc2nc3ccc(N4C(=O)C5C6C=CC(C6)C5C4=O)cc3s2)cc1 (configuration not stated),-1.9,4.9,7.6,-3.2,3.0,-0.9,11.1,0.0,-1.3
O=C(CCc1ccccc1)N1C[C@H]2C[C@@H](C1)c1cccc(=O)n1C2,1.5,-6.3,-1.9,164.7,3.4,1.2,-0.9,0.0,0.7
C=C1C(=O)[C@@]23C[C@H]4[C@@H]5[C@@]6(C)CCC[C@@]57[C@@H]2[C@@H](O)[C@@H]1C[C@H]3[C@H]7N4C6,1.7,16.8,-7.3,-3.4,1.8,0.6,4.9,0.0,1.7
O=P1(NCc2ccco2)COc2ccccc2OC1,9.3,4.3,0.7,-23.1,2.0,-2.2,1.6,0.0,11.6
CC1CC(OC(=O)c2ccccc2)CC(C)N1C (configuration not stated),-6.2,11.9,5.3,1.6,-1.5,-1.7,-2.4,2.0,3.5
COc1ccc(NC(=O)CN2CC=C(c3ccccc3)CC2)cc1S(=O)(=O)N1CCOCC1,5.4,14.4,1.3,-1.7,3.8,-2.5,-0.7,0.0,4.6
CN1CCC(O)(c2ccccc2)C(C(=O)c2ccccc2)C1 (configuration not stated),-1.5,3.9,-2.6,-7.6,-1.8,9.0,-3.1,3.0,9.9
CCOC(=O)N(C)c1ccc(C(O)(C(=O)OC)C(F)(F)F)cc1 (configuration not stated),2.2,8.9,5.9,2.1,2.8,-1.4,-0.7,1.0,13.7
CN1C(=O)N(C)C(=O)C2(Cc3c(nc4ccccn4c3=O)N3CCc4ccccc4C32)C1=O (configuration not stated),-3.3,19.7,-1.8,3.9,-0.2,1.5,7.4,0.0,0.5
Cc1ccc(-c2nc3ccccc3c(=O)n2-c2cccnc2)cc1,5.8,0.4,8.9,9.2,-2.2,5.0,1.3,0.0,12.9
O=[N+]([O-])c1cc(F)c(N2CCCC2)cc1Br,-11.1,0.1,-2.0,-7.6,-0.1,2.5,2.3,2.0,-12.9

# Next section.
compound,procasp3 activ,VLA-4 inh,PP1 inh,GASC-1 inh,PP5 inh,Fh CTSL1 inh,HCV core dimer,GRK2 inh,proCasp7 act
Cc1c(N=Nc2c(O)[nH]c(=S)[nH]c2=O)c(=O)n(-c2ccccc2)n1C,-3.7,5.8,-9.6,5.1,2.6,10.8,-20.0,0.0,-25.8
Cc1cccc(-c2nc3ccc(C(=O)N4CCC5(CC4)OCCO5)cc3nc2-c2cccc(C)c2)c1,1.5,-0.6,-5.6,-1.3,4.5,3.0,13.4,1.0,-1.5
Cc1nc2nc(C)c(CCC(=O)N3CCC4(CC3)OCCO4)c(C)n2n1,-0.1,-0.5,2.0,0.5,2.4,2.0,0.7,0.0,-10.7
O=S(=O)(NC1CCCCC1)OCC(Cl)(Cl)Cl,0.9,9.2,-1.8,-31.3,0.7,0.1,6.3,1.0,-5.2
CN1CCN(Cc2ccccc2Sc2ccccc2)CC1,-8.2,2.5,1.4,-1.4,-2.1,-0.6,0.8,0.0,5.1
CCOP(=O)(OCC)c1cccc(O)c1,6.0,5.9,3.6,5.9,2.8,-0.7,-5.8,2.0,9.3
Cc1ccccc1NC1=NCCCS1,6.6,10.9,-5.8,4.7,-1.0,-1.7,-1.5,2.0,-4.4
Cc1ccc2c(c1)[C@@H]1CN(C)CC[C@@H]1N2C(=O)Nc1cccc(C(F)(F)F)c1,-4.6,12.2,0.9,3.5,2.3,7.8,-0.1,0.0,3.3
Cc1cc(/C=C2\C(=O)NC(=O)N(Cc3ccccc3Cl)C2=O)c(C)n1-c1ccc(C(=O)O)cc1,-2.9,4.1,-3.3,?,0.2,-2.9,11.0,77.0*,-11.5
O=C(COc1ccc2ccccc2c1)N1CCN(C2CCN(Cc3ccccc3)CC2)CC1,8.6,4.1,-0.1,5.4,3.3,3.8,-2.5,0.0,-5.0
CCOC(=O)c1c(C)n(Cc2ccc(F)cc2)c2ccc(O)cc12,-0.6,3.8,1.1,-3.9,7.9,2.9,-0.3,3.0,8.9
COc1ccccc1N1CCN(Cc2ccc3c(c2)OCO3)CC1,3.7,-4.2,-3.0,-1.8,-1.3,4.5,-5.5,0.0,-3.7
O=P1(Oc2ccccc2)C[C@@H](O)[C@@H](O)[C@H](COCc2ccccc2)O1 (some centres not stated),4.5,.,1.1,12.4,-0.8,-0.8,-10.5,.,0.2

# Assay outcomes from PubChem BioAssay.

# The list is partial; count on the stated rates, not on these rows.
